# DAX1 inh-1 = NR0B1 (DAX1) inhibition | inhibition, % at 6.75 µM | HEK293 Gal4-DAX1 luciferase reporter, luminescence | P51843 | AID 504766 | 340,000 compounds, 0.99% hits;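 active = inhibition above the mean over all tested compounds plus 3 SD, cut at about 4.2% in these data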;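 note: 0% = DAX1-transfected cells with DMSO and 100% = empty-vector control cells with DMSO; inhibition shows as a rise in luminescence from relieved DAX1 repression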
# Target sequence (P51843 207-470 limits assumed): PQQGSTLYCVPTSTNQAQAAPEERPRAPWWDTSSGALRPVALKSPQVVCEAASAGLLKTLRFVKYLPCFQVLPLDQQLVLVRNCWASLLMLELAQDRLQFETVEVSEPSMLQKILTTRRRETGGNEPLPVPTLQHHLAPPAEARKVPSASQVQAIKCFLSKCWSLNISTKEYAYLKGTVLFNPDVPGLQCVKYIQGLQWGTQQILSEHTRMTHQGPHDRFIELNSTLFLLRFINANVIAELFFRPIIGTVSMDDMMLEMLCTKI
# hgDAF-12 ag = hgDAF-12 agonism, primary luciferase screen; HEK293 GAL4-hgDAF12 UAS-luciferase reporter, agonist luminescence; normalized to butyrate control; AID 687014; activation, % at 6.8 µM; 370,000 compounds, 1.8% hits;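 active = activation above a cutoff set at the mean of all screened compounds plus 3 SD, cut at about 10% in these data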;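 note: 0% = DMSO wells and 100% = sodium butyrate wells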
# NR1D1 modulator = Rev-erb alpha (human) modulation; P20393; Rev-erbα–FITC-DNA binding, fluorescence polarization, 90 min; activity, % at 10 µM; 370,000 compounds, 0.79% hits;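 active = activity above about 14%, limit read from the data; passing the limit was not always enough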;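 note: 0% = DMSO wells with 35 nM protein and 100% = DMSO wells with 750 nM protein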
# Target sequence (P20393 whole entry, looked up): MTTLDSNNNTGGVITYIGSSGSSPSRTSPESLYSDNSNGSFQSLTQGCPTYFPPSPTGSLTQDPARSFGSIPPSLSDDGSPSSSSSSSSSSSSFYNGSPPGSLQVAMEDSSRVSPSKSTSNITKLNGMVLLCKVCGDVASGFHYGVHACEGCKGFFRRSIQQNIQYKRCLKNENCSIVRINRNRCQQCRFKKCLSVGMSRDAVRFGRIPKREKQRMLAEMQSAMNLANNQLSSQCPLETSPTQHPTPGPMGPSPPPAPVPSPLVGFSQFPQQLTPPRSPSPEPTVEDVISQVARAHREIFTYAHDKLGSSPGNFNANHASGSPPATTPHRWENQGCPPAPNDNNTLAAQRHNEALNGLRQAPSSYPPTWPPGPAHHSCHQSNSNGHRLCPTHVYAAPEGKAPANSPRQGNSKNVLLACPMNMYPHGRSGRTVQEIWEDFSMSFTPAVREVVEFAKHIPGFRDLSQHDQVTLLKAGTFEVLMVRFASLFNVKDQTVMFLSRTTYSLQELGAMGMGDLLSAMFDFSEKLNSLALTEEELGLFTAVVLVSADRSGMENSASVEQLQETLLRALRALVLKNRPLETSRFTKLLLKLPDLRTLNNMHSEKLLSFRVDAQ
# DAX1 inh-2 = DAX1 (NR0B1) inhibition, primary screen | AID 652010 | HEK293T StAR-luciferase reporter, SF-1/DAX-1 repression relief | inhibition, % at 6.8 µM | 370,000 compounds, 1.1% hits;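 active = inhibition above the mean over all tested compounds plus 3 SD, cut at about 3.6% in these data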;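 note: 0% = DAX-1 cells with DMSO and 100% = cells lacking DAX-1 with DMSO; higher inhibition means more luminescence from relief of DAX-1 repression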
# SMARCA2 act = SMARCA2 function activation, primary screen; AID 652017; activation, % at 9.1 µM; 370,000 compounds, 1% hits; MG213 cells, MMTV-luciferase reporter, dexamethasone, overnight; in the data active = activation above about 7.8%;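 note: 0% = vehicle wells and 100% = reference activator wells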
# hcDAF12 agonist = activators of H. contortus DAF-12 nuclear receptor; HEK293 hcDAF-12 lit1-tk-luc reporter, luminescence; 0% DMSO, 100% Δ7-dafachronic acid; activation, % at 6.8 µM; 370,000 compounds, 1.4% hits; AID 652067;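 active = activation above the mean of all tested compounds plus 3 SD, cut at about 5.5% in these data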;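 note: 100% = response to 3 µM Δ7-dafachronic acid high control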
# GAA850 FXN act = increases GAA850 frataxin promoter reporter activity. HEK293 lucGAA850 FXN promoter luciferase reporter, 24 h; percent of 10 µM SAHA response. activation, % at 6 µM. 360,000 compounds, 0.56% hits;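 active = activation above the average of all compounds screened plus 3 SD, cutoff fixed separately per campaign, cut at about 7.5% in these data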;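 note: 0% = DMSO wells and 100% = 10 µM SAHA wells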
# PLCb3 inh = PLC-beta3 (human) inhibition, primary screen | inhibition, % at 12.2 µM | Purified PLC-beta3, fluorogenic substrate, fluorescence | AID 720704 | 370,000 compounds, 0.18% hits; in the data active = inhibition above about 11%;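 note: 0% = median of compound wells on plate and 100% = full blocker control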
# sPLA2-III inh = Blocks human group III sPLA2 activity; Q9NZ20; QFRET BODIPY PC-A2 liposome hydrolysis, fluorescence; inhibition, % at 12.2 µM; 370,000 compounds, 0.56% hits;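 active = inhibition above mean plus 3 SD of compounds lying within the high and low control bounds, cut at about 19% in these data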;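 note: 0% = median of test compound wells and 100% = no enzyme DMSO wells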
# PG9 binder = binds the HIV-1 gp120 antibody PG9; TR-FRET gp120-PG9 antibody binding; inhibition, % at 6.7 µM; 360,000 compounds, 0.43% hits; in the data active = inhibition above about 8.5%
# ssDAF12 agonist = S. stercoralis DAF-12 activation, primary screen. HEK293 ssDAF-12/GRIP1 lit1-tk-luc reporter, luminescence; % of 3 µM dafachronic acid response. activation, % at 6.8 µM. 370,000 compounds, 1% hits. AID 652126;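 active = activation above the mean over all tested compounds plus 3 SD, cut at about 0.9% in these data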;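 note: 0% = DMSO-only wells and 100% = 3 µM delta7-dafachronic acid wells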
# Starred values were filed as active, the others as inactive; i = inactive; . = not tested or not shown. An unsorted share of the library; about 7% have a hit in one of these screens.
SMILES,DAX1 inh-1,hgDAF-12 ag,NR1D1 modulator,DAX1 inh-2,SMARCA2 act,hcDAF12 agonist,GAA850 FXN act,PLCb3 inh,sPLA2-III inh,PG9 binder,ssDAF12 agonist
CCS(=O)(=O)C1=NN2C(=N)/C(=C\c3ccc(OCCOc4cccc(OC)c4)c(OC)c3)C(=O)N=C2S1,1.2,2.9,-7,-0.5,-1,1.4,-0.2,-11,-9,-1.0,-0.3
C[C@H](CO)N1C[C@H](C)[C@@H](CN(C)S(=O)(=O)c2cccs2)Oc2ccc(NC(=O)Nc3ccc(C(F)(F)F)cc3)cc2C1=O,-0.8,3.5,0,-1.0,-1,-2.1,-3.7,1,-33,-0.8,-1.7
CN(CC(=O)Nc1ccc(Cl)c(C(F)(F)F)c1)C(=O)C1CC(=O)N(Cc2ccco2)C1 (stereo not drawn),-1.6,-0.6,-7,-1.5,1,-0.3,2.8,-6,-15,0.2,-1.3
CC(C)(C)C1CCC(C(=O)Nc2nccs2)CC1 (stereo not drawn),1.2,1.7,-10,0.2,-1,0.4,-0.8,1,2,-1.4,-0.6
CCCCCCCc1nc2c(=O)n(C)c3ccccc3c2o1,0.1,2.9,10,1.0,-2,0.6,1.9,0,0,1.0,0.3
CCCCC(=O)Nc1ccc(Br)cc1C(=O)O,2.5,-0.3,2,-1.3,-1,-2.5,-2.1,-3,-3,0.2,-1.7
Clc1nc2ccccc2cc1-c1nnn(-c2ccccc2)n1,0.8,10,5,0.5,3,6.4*,5.0,-3,7,0.5,0.7
COc1ccc(C(=O)NCCCn2cccn2)cc1OC1CCN(C(C)=O)CC1,0.5,-0.6,-4,-1.7,0,-0.2,2.4,-8,12,-0.5,-0.9
C=CCn1c(C)cc(C(=O)COC(=O)c2ccc(N)c([N+](=O)[O-])c2)c1C,3.4,12*,7,2.0,4,4.9,2.9,0,-1,1.2,-0.2
CCOc1cc(/C=N/NC(=O)c2ccc(CSc3nncn3C)cc2)ccc1OCC(=O)N1CCOCC1,0.2,-1.6,0,0.6,-2,2.0,-0.6,-29,3,0.2,-0.7
CCOc1ccc(-c2c(C(=O)N/N=C(\C)c3ccccc3OC)nnn2-c2nonc2N)cc1,-0.8,-0.8,3,-0.2,-2,-2.4,-2.4,-11,-4,-1.9,-1.5
CC(C)(C)N(C=C(Cl)Cl)C(=O)NC1CCCCC1,1.1,-1.6,-3,0.4,1,-0.5,-1.4,3,1,-1.7,-1.3
c1ccc2c(c1)NC1(CCCCCC1)n1c-2nc2ccccc21,1.4,9.6,-2,2.2,7,3.3,5.5,i,5,1.6,-0.9
Cc1c(C(=O)Nc2ccc(C(F)(F)F)cc2)sc2ncn(CC(=O)N3CCN(c4ccccn4)CC3)c(=O)c12,0.2,3.3,-4,-0.5,0,0.1,1.1,-8,-4,1.6,-0.1
CCOC(=O)CSc1ncnc2c1c(-c1ccccc1)cn2-c1ccc(OC)cc1,0.1,-1.9,4,-0.4,-6,0.2,2.1,-8,-1,-0.6,-1.7
O=C(O)CCCN1C(=O)/C(=C/c2ccncc2)SC1=S,-1.4,-7.5,-4,1.1,-5,-4.5,-0.2,-7,1,-0.6,-2.2
CCCNC(=O)c1ccc(N2CCC3(CC2)CC(c2cccc(Br)c2)=NO3)c(NC(=O)c2ccc(Br)cc2)c1,0.2,-0.3,7,0.0,0,-0.5,1.9,-8,-8,0.4,-0.7
Cc1cc(=O)n2nc(N3CCC(C(=O)NCc4ccccc4)CC3)sc2n1,-0.5,1.5,0,1.9,-3,1.6,2.2,-5,2,-1.4,-0.9
CC(C)(C)OC(=O)NCc1ccccc1/C=C/S(=O)(=O)NCCc1ccccc1,.,-0.4,-5,-1.9,-7,-4.5,.,-3,-6,.,-1.5
CCCCOC1NC(=O)NC(=O)C1(F)C(=O)OCC (stereo not drawn),.,-1.2,4,0.4,-1,-0.5,.,2,5,-0.8,-0.2
CSCCC(NC(=O)C1CCC(C)CC1)C(=O)O (stereo not drawn),0.5,1.6,-2,-0.3,1,-0.2,-1.6,-1,-3,-2.0,-1.8
CCOC(=O)c1c(N)c2cc([N+](=O)[O-])ccc2n1C,0.0,0.4,6,-0.4,-4,0.8,6.1,-7,-11,-11,0.7
CC(C)(C)C(=O)N1CCC(O)(CS(=O)(=O)Cc2ccc(Cl)cc2)CC1,-0.5,2.5,7,-0.8,-2,0.4,-1.4,6,0,-1.9,-1.4
O=C1/C(=C/c2cccnc2)SC(=S)N1Cc1ccco1,-1.4,0.5,2,0.6,-2,1.9,-6.2,-7,-4,-1.1,0.3
CNC(=O)C1CC(=O)N(CCCc2ccccc2)C(=Nc2ccccc2)S1 (stereo not drawn),-1.8,-0.8,-5,-1.2,-5,0.2,1.3,0,-6,1.0,-1.6
C=CCN(c1ccccc1)S(=O)(=O)c1cccc(C(=O)N2CCCC2)c1,-1.5,2.6,0,-0.9,-3,-2.1,-1.2,-4,2,0.5,-0.9
Cc1ccc(Cl)cc1-n1c(=O)cc(N2CCN(C(=O)c3ccco3)CC2)[nH]c1=O,0.6,-1.0,3,0.1,-2,-0.8,1.0,2,4,1.6,-1.9
Cc1ccc(N=Cc2c(O)n(C)c(=O)n(C)c2=O)nc1,-1.7,5.3,5,0.1,3,1.2,3.0,0,1,-1.4,-1.9
Cc1ccc(Cl)cc1NC(=O)Cn1cc2c(n1)CCCC2,1.2,1.2,1,0.4,1,-2.2,0.7,7,-2,-0.1,-1.5
CC(C)Cn1c(N)c(C(=O)COC(=O)Cc2cccc(C(F)(F)F)c2)c(=O)n(C)c1=O,0.3,3.7,2,-0.2,-1,-0.7,0.2,-8,-7,0.1,-1.2

# Part of the list above in order of length of the SMILES, highest first.
SMILES,DAX1 inh-1,hgDAF-12 ag,NR1D1 modulator,DAX1 inh-2,SMARCA2 act,hcDAF12 agonist,GAA850 FXN act,PLCb3 inh,sPLA2-III inh,PG9 binder,ssDAF12 agonist
Cc1c(C(=O)Nc2ccc(C(F)(F)F)cc2)sc2ncn(CC(=O)N3CCN(c4ccccn4)CC3)c(=O)c12,0.2,3.3,-4,-0.5,0,0.1,1.1,-8,-4,1.6,-0.1
CC(C)Cn1c(N)c(C(=O)COC(=O)Cc2cccc(C(F)(F)F)c2)c(=O)n(C)c1=O,0.3,3.7,2,-0.2,-1,-0.7,0.2,-8,-7,0.1,-1.2
Cc1ccc(Cl)cc1-n1c(=O)cc(N2CCN(C(=O)c3ccco3)CC2)[nH]c1=O,0.6,-1.0,3,0.1,-2,-0.8,1.0,2,4,1.6,-1.9
CC(C)(C)C(=O)N1CCC(O)(CS(=O)(=O)Cc2ccc(Cl)cc2)CC1,-0.5,2.5,7,-0.8,-2,0.4,-1.4,6,0,-1.9,-1.4
CCOC(=O)CSc1ncnc2c1c(-c1ccccc1)cn2-c1ccc(OC)cc1,0.1,-1.9,4,-0.4,-6,0.2,2.1,-8,-1,-0.6,-1.7
C=CCN(c1ccccc1)S(=O)(=O)c1cccc(C(=O)N2CCCC2)c1,-1.5,2.6,0,-0.9,-3,-2.1,-1.2,-4,2,0.5,-0.9
Cc1cc(=O)n2nc(N3CCC(C(=O)NCc4ccccc4)CC3)sc2n1,-0.5,1.5,0,1.9,-3,1.6,2.2,-5,2,-1.4,-0.9
CNC(=O)C1CC(=O)N(CCCc2ccccc2)C(=Nc2ccccc2)S1 (stereo not drawn),-1.8,-0.8,-5,-1.2,-5,0.2,1.3,0,-6,1.0,-1.6
CCOC(=O)c1c(N)c2cc([N+](=O)[O-])ccc2n1C,0.0,0.4,6,-0.4,-4,0.8,6.1,-7,-11,-11,0.7
Cc1ccc(N=Cc2c(O)n(C)c(=O)n(C)c2=O)nc1,-1.7,5.3,5,0.1,3,1.2,3.0,0,1,-1.4,-1.9
O=C(O)CCCN1C(=O)/C(=C/c2ccncc2)SC1=S,-1.4,-7.5,-4,1.1,-5,-4.5,-0.2,-7,1,-0.6,-2.2
O=C1/C(=C/c2cccnc2)SC(=S)N1Cc1ccco1,-1.4,0.5,2,0.6,-2,1.9,-6.2,-7,-4,-1.1,0.3
CCCCOC1NC(=O)NC(=O)C1(F)C(=O)OCC (stereo not drawn),.,-1.2,4,0.4,-1,-0.5,.,2,5,-0.8,-0.2
CSCCC(NC(=O)C1CCC(C)CC1)C(=O)O (stereo not drawn),0.5,1.6,-2,-0.3,1,-0.2,-1.6,-1,-3,-2.0,-1.8

# The listing continues:
SMILES,DAX1 inh-1,hgDAF-12 ag,NR1D1 modulator,DAX1 inh-2,SMARCA2 act,hcDAF12 agonist,GAA850 FXN act,PLCb3 inh,sPLA2-III inh,PG9 binder,ssDAF12 agonist
CCOC(=O)c1ccc(N2CCCCC2)c(NS(=O)(=O)c2ccc(C)cc2)c1,.,1.6,-6,-1.0,-3,-1.5,-1.8,-11,12,0.5,-1.7
COc1ccc(-c2csc(C(NC(C)=O)c3ccc(F)c(F)c3)n2)cn1 (stereo not drawn),.,-0.4,0,-1.4,3,-1.9,2.3,-6,-4,-1.1,-2.2
Cc1cccc(OCC(=O)NCc2ccc(F)cc2)c1,-0.5,-0.7,-4,-0.3,-1,-0.1,0.7,-2,0,-0.1,-1.0
O=C(CNC(=O)c1ccccc1Cl)Nc1ccncc1,3.1,0.9,-6,-0.6,-1,-1.2,0.5,-2,5,-1.2,-1.2
CC1CCCN(C(=O)c2ccccc2OC2CCN(S(C)(=O)=O)CC2)C1 (stereo not drawn),3.3,-1.3,0,0.2,0,-1.0,0.1,1,5,-1.5,-0.9
CCN(c1cccc(C)c1)S(=O)(=O)c1cc2c3c(c1)CCN3C(=O)CC2,-0.9,-4.0,0,-0.2,-4,-0.2,-1.2,-2,2,-2.8,-1.4
CCOc1cc(/C=C2\C(=N)N3N=C(S(C)(=O)=O)SC3=NC2=O)ccc1OCCOc1cccc(OC)c1,-0.4,-0.3,-4,-0.3,2,-1.0,-1.7,-13,-17,0.6,-0.9
Cn1cccc1-c1nc2ccc(NC(=O)c3ccccc3)cc2[nH]1,-0.8,0.1,5,-1.4,4,-1.0,1.9,-15,-2,-5.7,-0.6
CCc1ccc(-c2cc(C)no2)cc1S(=O)(=O)N1CCN(c2ccccc2OC)CC1,-1.0,-1.1,5,-2.1,-1,-3.1,-1.3,-6,1,-0.8,-1.6
CC(=O)Nc1ccc(S(=O)(=O)NCc2nnnn2-c2ccc(F)cc2)cc1,1.4,0.1,0,-1.0,-1,0.1,-1.2,-1,-5,-0.2,-0.8
C=C(C)CNC(=S)N/N=C/C1=CCC2CC1C2(C)C (stereo not drawn),0.2,2.1,-5,-0.8,2,-1.1,4.5,-2,4,-1.8,-1.4
CC1(C(=O)NCc2ccccc2)CSCC(=O)N1C1CC1 (stereo not drawn),.,-4.0,4,-0.5,0,-1.2,.,2,1,0.3,-0.2

# Screening data deposited in PubChem BioAssay by several laboratories.
